Screening results from PubChem BioAssay.
Nrf2 ARE act = Nrf2 pathway activation. AREc32 ARE-luciferase reporter (MCF7-derived line), luminescence, 24 h. Potency, µM (titrated, usually from 46.1 µM), inactives show top-dose activation, hits mostly activators. hit rate 0.31% among 410,000; further: potency means the concentration at half of the fitted maximal effect; % of control where 0% means no effect; nearly all actives have a fitted effect of over 65% in size
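ARE activation measured as luciferase luminescence (Steady-Glo, 30 min RT) in AREc32_Fluc cells after 24 hr compound exposure at 37 deg C, 5% CO2; cells seeded overnight at 1000/well in OPTI-MEM, 5% FBS.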
Nrf2 block = blocks Nrf2 signaling; A549 ARE-Fluc reporter, luciferase luminescence, 18-24 h; Potency, µM (series often up to 46 µM), without a hit: at the highest dose activity change, negative = inhibition, most hits filed as inhibitors; hit rate 2.1% among 360,000; AID 504444; further: potency means the concentration at half of the fitted maximal effect; on the % scale 0 is the no-effect control and ±100 the full control effect; nearly all actives have a fitted effect of over 60% in size
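Two sequential reads on A549 ARE_Fluc cells exposed to compound for 18-24 h: a CellTiter-Fluor fluorescence read for viability, then a luciferase luminescence read for Nrf2/ARE activity.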
S2 tox = reduces viability in counter-screen for ATXN expression inhibitors; S2 cells (HEK-293 line with an ATXN2-luciferase reporter) viability, CellTiter-Fluor protease fluorescence, 24 h; Potency, µM (series often up to 56.7 µM), actives largely listed as cytotoxic; hit rate 0.49% among 400,000; further: potency means the concentration at half of the fitted maximal effect; nearly all actives have a fitted effect of over 40% in size
ATXN2 expr inh = inhibitors of ATXN2 expression. HEK-293 ATXN2-luciferase reporter, luminescence, 24 h. Potency, µM (doses to about 57 µM), for inactives: at the top dose activity change, negative = inhibition, hits mostly inhibitors. hit rate 0.72% among 360,000; further: potency means the concentration at half of the fitted maximal effect; on the % scale 0 is the no-effect control and ±100 the full control effect; nearly all actives have a fitted effect of over 55% in size
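qHTS (up to 57 uM final) was run with 24 h compound exposure of reporter cells at 37 °C. Each well was multiplexed: SteadyGlo luminescence measured ATXN2-luciferase expression after a fluorogenic Gly-Phe-AFC viability readout (25 uM final).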
IL-2 act = activates IL-2 in a cell-based reporter assay. IL-2 activation reporter assay, cell-based qHTS; stimulated with anti-CD3/CD4/CD28 beads; in transgenic mouse T cells. activation, % (series mostly up to about 46 µM). hit rate 0.065% among 360,000. AID 652025; in the data active means activation above about 50%; inconclusive means mostly about 30% to 49%; further: 0% is about no effect
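Using fluorescent plate cytometry, EGFP and DsRed are detected in transgenic mouse T cells stimulated 18 h at 37 degrees C with antibody-coated beads after 60 min compound pretreatment.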
A549 tox = kills or reduces viability of A549 cells in Nrf2 counter-screen; Potency, µM (top dose mostly 46 µM), without a hit: at the top dose activity change, negative = cytotoxicity, actives largely listed as inhibitors; A549 ARE-Fluc cells, CellTiter-Fluor viability, 18-24 h; hit rate 0.16% among 390,000; AID 504648; further: potency means the concentration at half of the fitted maximal effect; on the % scale 0 is the no-effect control and ±100 the full control effect
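Cytotoxicity counterscreen: CellTiter-Fluor fluorescence was measured in A549 ARE_Fluc cells after 18-24 h of compound exposure in a concentration series. The subsequent BugLite luminescent read reports ARE-luciferase activity.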
TGFb SMAD3 inh = inhibitors of TGF-b signaling; HepG2 CAGA-GFP TGF-b/SMAD3 reporter, GFP fluorescence, 18 h; TGF-beta stimulated, 500 pg/mL final; Potency, µM (titrated, usually from 46.1 µM), inactives show at the highest dose activity, negative = inhibition, usual class: inhibitors; hit rate 1.2% among 410,000; further: potency means the concentration at half of the fitted maximal effect; on the % scale 0 is the no-effect control and ±100 the full control effect; nearly all actives have a fitted effect of over 65% in size
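Read-out: total well GFP (ex488/em500-530) summed from mean per-cell fluorescence. Cells: HEPG2 CAGA-GFP, 1% FBS DMEM, 18 h at 37 degrees C with 500 pg/mL final TGF-beta. Unstimulated wells served as the full-inhibition control; stimulated DMSO wells = 0%.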
HepG2 tox = counter-screen for TGF-b inhibitors: cytotoxicity in HepG2 cells; HepG2 CAGA-GFP viability, ATP luminescence, 18 h; Potency, µM (titrated, usually from 46.1 µM), for the others: at the top dose activity change, negative = cytotoxicity, hits mostly cytotoxic; hit rate 0.76% among 410,000; AID 588856; further: potency means the concentration at half of the fitted maximal effect; some results filed as inactive show a strong effect at the top dose
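HepG2 CAGA-GFP cells (1000/well, DMEM with 1% FBS) received compound, then TGF-beta at 500 pg/mL final, and were incubated 18 hours at 37 degrees C. Viability was read by CellTiter-Glo luminescence. Media-only wells were set as complete cell-killing and DMSO as no toxicity.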
EPAC2 agonist = agonists of human EPAC2 (RAPGEF4) | AID 720711 | Q8WZA2 | EPAC2 activation, biochemical qHTS; response scale: 100% = 6.5 mM cAMP response | hit rate 0.079% among 360,000 | Potency, µM (titrated, usually from 154 µM), inactives show top-dose activation, most hits filed as activators; further: potency means the concentration at half of the fitted maximal effect; nearly all actives have a fitted effect of over 50% in size
Target sequence (Q8WZA2 whole entry, looked up): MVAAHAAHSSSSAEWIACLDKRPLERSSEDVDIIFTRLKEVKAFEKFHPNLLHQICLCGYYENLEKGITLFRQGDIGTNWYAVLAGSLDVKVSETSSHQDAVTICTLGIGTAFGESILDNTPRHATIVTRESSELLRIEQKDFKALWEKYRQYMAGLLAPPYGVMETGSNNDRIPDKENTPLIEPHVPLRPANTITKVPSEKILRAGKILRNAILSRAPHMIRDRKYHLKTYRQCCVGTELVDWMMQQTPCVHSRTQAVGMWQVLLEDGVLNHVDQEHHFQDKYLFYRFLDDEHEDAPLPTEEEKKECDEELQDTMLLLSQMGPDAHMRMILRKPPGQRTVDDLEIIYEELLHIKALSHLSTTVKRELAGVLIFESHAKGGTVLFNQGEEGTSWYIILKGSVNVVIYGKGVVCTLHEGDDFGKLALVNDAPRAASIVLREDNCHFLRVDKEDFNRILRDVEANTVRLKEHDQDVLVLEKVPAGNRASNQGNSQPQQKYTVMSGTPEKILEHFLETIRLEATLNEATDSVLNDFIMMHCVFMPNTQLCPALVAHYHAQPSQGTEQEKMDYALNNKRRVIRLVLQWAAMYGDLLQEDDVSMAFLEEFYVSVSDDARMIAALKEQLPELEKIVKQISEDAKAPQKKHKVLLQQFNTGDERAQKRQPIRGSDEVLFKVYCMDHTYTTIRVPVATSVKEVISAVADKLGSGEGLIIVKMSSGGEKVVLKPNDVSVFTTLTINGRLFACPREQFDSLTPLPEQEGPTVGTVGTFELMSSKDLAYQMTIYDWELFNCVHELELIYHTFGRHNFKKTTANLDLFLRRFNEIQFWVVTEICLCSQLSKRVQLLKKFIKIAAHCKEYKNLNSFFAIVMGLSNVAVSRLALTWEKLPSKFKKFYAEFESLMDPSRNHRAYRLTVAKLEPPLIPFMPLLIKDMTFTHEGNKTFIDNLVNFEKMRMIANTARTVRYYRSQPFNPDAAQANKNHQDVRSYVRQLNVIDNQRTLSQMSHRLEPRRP
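Setup: EPAC2 100 nM, labeled Rap1B complex 250 nM, free GDP 50 uM. Compound titrations pinned in, brief spin, 5 min room temperature incubation. Kinetic fluorescence read over 30 min, normalized to 6.5 mM cAMP.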
Active calls of the source: *; i = inactive; ? = inconclusive; · = no result given; [ ] = remark or other dose. Unless noted, the call rests on the fitted dose curve; in most records, active means well fitted curve in the direction sought with a large enough effect; inconclusive means small, poorly fitted or top-dose-only effect, or another doubt; inactive means no such curve, though single readings can be large; an effect the other way counts as inactive or inconclusive.

Results follow in this order: Nrf2 ARE act	Nrf2 block	S2 tox	ATXN2 expr inh	IL-2 act	A549 tox	TGFb SMAD3 inh	HepG2 tox	EPAC2 agonist
(1) Cn1c(=O)c2[nH]c(NN=Cc3cccc(Br)c3)nc2n(C)c1=O
  0.3%	-21%	i	-30%	-0.1	-2%	2%	-15%	8%
(2) c1ccc(Nc2ccc3c4c(cccc24)CC3)cc1
  5.7%	19%	i	-5%	1.8	-1%	9%	-40%	9%
(3) CC(=O)N[C@@H](Cc1c[nH]c2ccccc12)C(=O)OCC(=O)Nc1ccc(S(=O)(=O)N(C)C)cc1
  0.3%	?	i	-34%	1.9	1%	-13%	11%	-25%
(4) O=C(CC1S/C(=N/N=C/c2cccnc2)NC1=O)Nc1ccccc1 (centres undefined)
  0.5%	-18%	i	-8%	1.1	-1%	22%	10%	-2%
(5) COc1cc(/C=N/NC(=O)C2COc3ccccc3O2)ccc1O (centres undefined)
  0.9%	?	i	11%	0.8	5%	-1%	-11%	11%
(6) COc1ccc(C2CC(c3ccccc3)=NN2C(=O)COC(=O)c2cccc(S(=O)(=O)N(C)C)c2)cc1 (centres undefined)
  0.5%	-11%	i	2%	0.3	5%	-22%	-22%	8%
(7) Cc1cc(C(=O)Nc2cnn(Cc3ccc(Cl)cc3Cl)c2)no1
  -0.4%	·	i	2%	-2.4	3%	22%	-6%	-2%
(8) CCOc1cc(N2CCOCC2)c(OCC)cc1NC(=O)c1ccc(OC)cc1
  -0.7%	-14%	i	-24%	0.7	-3%	3%	-4%	5%
(9) COC(=O)c1ccc(OCC(=O)c2ccc(O)cc2O)cc1
  -0.2%	8.2µM*	i	9%	-2.6	0%	2%	-29%	1%
(10) Cc1ccc(S(=O)(=O)N2CCCC2C(=O)Nc2nc3ccccc3s2)cc1 (centres undefined)
  7.2%	?	i	4%	-0.6	-15%	14%	-32%	-1%
(11) CCN(CC)C(=O)c1sc(NC(=O)c2ccncc2)c(C(=O)OC)c1C
  -0.3%[9.22 µM]	-6%	?	-11%	0.4	-1%	?	1%	-4%
(12) C[C@H](NC(=O)[C@@H]1Cc2ccccc2CN1C(=O)OC(C)(C)C)C(=O)NC1CCCCC1
  -0.5%	-1%	i	-4%	-1.3	-1%	6%	2%	9%
(13) CCOC(=O)N1CCN(C(=O)c2ccc3c(SCC(=O)O)c4c(nc3c2)CCC4)CC1
  -0.4%	-16%	i	1%	-2.6	0%	-12%	-23%	1%
(14) COc1ccc(NC(=O)c2cc(C3CCCCN3S(=O)(=O)c3c(C)noc3C)on2)c(C)c1 (centres undefined)
  0.4%	·	i	-8%	2.9	·	0%	-2%	17%
(15) O=C(CSc1ccc(-c2ccc(F)cc2)nn1)N1CCN(c2ccccc2)CC1
  0.1%	-8%	i	0%	-0.6	0%	7%	2%	-6%
(16) CN(C1CCCCC1)S(=O)(=O)c1ccc2c(c1)CCC(=O)N2
  0.7%	-10%	i	-5%	-2.1	-18%	-21%	9%	-3%
(17) CC(C)C(NC(=O)c1ccccc1NC(=O)c1ccco1)C(=O)O (centres undefined)
  -0.5%	-18%	i	-8%	0.7	-2%	-6%	1%	15%
(18) CCN(CC)CCCNC(=O)c1cn(CC)c2ccc(S(=O)(=O)N(C)C3CCCCC3)cc2c1=O
  0.2%	3%	i	-4%	-3.5	-2%	11%	-11%	14%
(19) O=C(NC1CCCCC1)C(=O)c1c(-c2ccccc2)[nH]c2ccccc12
  -1.0%	-7%	i	-23%	-2.0	-15%	3%	-16%	3%
(20) CCS(=O)(=O)c1nc(S(=O)(=O)c2ccc(C)cc2)c(N2CC(C)OC(C)C2)s1 (centres undefined)
  ?	7%	?	·	0.5	0%	4%	-1%	1%
(21) COc1c2ccccc2nc2ccccc12
  3.1%	-18%	·	-1%	-4.2	5%	8%	-3%	1%
(22) CC1(C(=O)NCc2ccco2)Cc2c(-c3cccc(C(F)(F)F)c3)ccnc2O1 (centres undefined)
  4.6%	·	i	-23%	-0.9	·	-10%	-5%	1%
(23) COc1cc(OC)c(NC(=O)C(c2ccccc2)N2Cc3ccccc3C2=O)cc1Cl (centres undefined)
  0.0%	-8%	·	·	·	-10%	-33%	-3%	·
(24) COc1cccc(NC(=O)CCP(C)(=O)O)c1
  -0.9%	13%	i	-7%	-2.5	-7%	40%[activator]	-3%	-1%
(25) CCOC(=O)C1=CCN(S(=O)(=O)c2ccc(F)cc2)C1c1ccccc1 (centres undefined)
  5.6%	·	i	-4%	1.4	·	-18%	-18%	10%
(26) CC(=O)NCCc1nc2ccccc2n1CCOc1cccc(C)c1
  0.8%	5%	i	·	0.2	17%	-6%	6%	7%
(27) O=S(=O)(c1ccccc1)n1ccc(-c2cnc(-c3ccccc3)s2)n1
  3.6%	-17%	i	38%[activator]	1.9	1%	-4%	-5%	4%
(28) O=C1C2CC=CCC2C(=O)N1c1n[nH]c(CCc2ccccc2)n1 (centres undefined)
  -0.6%	-3%	i	2%	4.3	-14%	15%	9%	-1%
(29) CN1C(=O)C(=O)N(CC(=O)Nc2ccccc2OC(F)F)C1=O
  0.4%	3%	i	·	0.7	3%	1%	-5%	3%
(30) CCc1ccccc1NC(=O)c1ccc(=O)n(Cc2ccc(F)cc2)c1
  0.8%	·	i	-12%	·	2%	0%	-4%	·

In the list so far, two contain an aryl thioether with sulfur outside any ring.
Results follow in this order: Nrf2 ARE act	Nrf2 block	S2 tox	ATXN2 expr inh	IL-2 act	A549 tox	TGFb SMAD3 inh	HepG2 tox	EPAC2 agonist
(13) CCOC(=O)N1CCN(C(=O)c2ccc3c(SCC(=O)O)c4c(nc3c2)CCC4)CC1
  -0.4%	-16%	i	1%	-2.6	0%	-12%	-23%	1%
(15) O=C(CSc1ccc(-c2ccc(F)cc2)nn1)N1CCN(c2ccccc2)CC1
  0.1%	-8%	i	0%	-0.6	0%	7%	2%	-6%

Additional results
Results follow in this order: Nrf2 ARE act	Nrf2 block	S2 tox	ATXN2 expr inh	IL-2 act	A549 tox	TGFb SMAD3 inh	HepG2 tox	EPAC2 agonist
(31) COc1ccccc1-c1nnc(C2CCN(S(=O)(=O)c3ccc(CC(C)C)cc3)CC2)o1
  10%	?	?	-29%	·	-17%	?	-30%	·
(32) CCOC(=O)C1=CC[C@]2(C)c3c(c4ccccc4n3C)C(=O)C1N2C
  -0.4%	14%	i	15%	-0.3	-1%	-2%	4%	-1%
(33) Cc1nc2ccc(NS(=O)(=O)c3ccccc3Cl)cc2s1
  0.7%	-19%	i	·	0.3	-1%	-21%	-14%	-3%
(34) CCN(Cc1ccccc1)C(=O)Cn1cnc2c1c(=O)n(C)c(=O)n2C
  0.1%	15%	i	4%	-1.1	-1%	20%	-3%	0%
(35) Cc1cc(=O)n2nc(N3CCC(C(=O)NCCc4ccccc4)CC3)sc2n1
  0.2%	-8%	i	-8%	-0.3	-5%	0%	-9%	10%
(36) O=Cc1ccc2c(c1)OCCOCCOCCOCCO2
  -0.7%	·	?	·	-2.8	·	4%	-2%	-1%
(37) O=C(O)c1nc2ccccc2nc1C(=O)O
  4.6%	?	i	60%[activator]	0.0	-4%	27%	5%	8%
(38) O=C(/C=C/c1ccc(S(=O)(=O)N2CCOCC2)cc1)NCCc1ccc(C(F)(F)F)cc1
  -0.5%	?	i	-25%	-0.4	0%	3%	-17%	1%
(39) CCOC(=O)c1sc(=NC(=O)CCS(=O)(=O)c2ccccc2)n(C)c1C
  -0.3%	2%	i	-14%	-2.3	3%	-1%	18%	2%
(40) OC(CN1C2=NCCCN2c2ccccc21)c1ccc(Br)cc1 (centres undefined)
  0.2%	·	i	-16%	-4.7	-5%	5%	-8%	2%
(41) COc1cc2c(cc1OC)CN(C(=O)c1ccccc1C(=O)O)CC2
  0.0%	-1%	i	-3%	-2.1	4%	-6%	-7%	2%
(42) CCCCOc1cccc(C(=O)NC(=S)Nc2cccnc2)c1
  -0.2%	-2%	i	-2%	0.7	14%	?	-5%	17%
(43) COc1cc(Nc2nnc(C)s2)c(Cl)cc1Cl
  3.6%	-4%	?	-11%	2.4	-5%	-7%	-12%	-10%
(44) CC1(C)C(c2ccccc2)=NC(c2ccc(F)cc2)N1O (centres undefined)
  0.4%	-16%	?	-26%	-2.8	-2%	0%	-18%	5%
(45) Cc1ccc(/C=C2\SC(=S)N(CCC(=O)NNC(=O)c3ccncc3)C2=O)cc1
  -1.6%	-11%	·	-2%	-2.4	2%	24%	0%	10%
(46) CCOc1ccc(C(C)NC(=O)c2ccccc2OCc2c(C)noc2C)cc1OCC (centres undefined)
  0.0%	9%	i	-13%	1.6	3%	-2%	-9%	0%
(47) O=C(Nc1ccc(N2CCN(C(=O)c3ccco3)CC2)c(Cl)c1)c1cccnc1
  0.2%	?	i	-12%	0.5	-1%	-1%	3%	4%
(48) CSc1ncccc1C(=O)OCc1ccc([N+](=O)[O-])cc1
  0.1%	5%	i	1%	-3.2	1%	10%	-1%	4%
(49) CCCN1C(=O)C2(c3ccccc31)c1c(oc3ccc(C)cc3c1=O)C(=O)N2CCOC (centres undefined)
  0.3%	3%	i	3%	·	-1%	-3%	0%	·
(50) CCOC(=O)[C@H]1[C@H]2COc3ccc(OC)cc3[C@@H]2N2C(=O)c3cc(C)ccc3NC(=O)[C@@]12C
  0.1%	12%	i	5%	0.2	0%	10%	2%	6%
(51) COc1ccc(S(=O)(=O)N2CCCCC2)cc1NC(=O)CCc1cc(OC)c(OC)c(OC)c1
  0.1%	-9%	?	·	0.2	-3%	-4%	-5%	-9%
(52) O=C(Nc1cccc(Br)c1)c1ccn[nH]1
  0.9%	?	·	·	-1.6	-1%	-8%	-13%	1%
(53) COc1ccc(Cc2nnc3sc(SCC(=O)Nc4ccccc4)nn3c2=O)cc1OC
  0.2%	?	i	8%	0.2	22%	-3%	2%	1%
(54) COC(=O)c1ccc(NC(=O)CSc2nc(=O)n(Cc3ccco3)c3c2CCC3)cc1
  4.3%	·	?	?	·	11%	?	-18%	·
